Ins promoter up – MIN6 insulin promoter up-regulation; AID 1625; z-score at 5 µM; 190,000 compounds, 0.3% hits; MIN6 insulin promoter-GFP reporter, high-content imaging; active compounds read high;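 active = z-score above 3 at 5 µM with at least 500 cells counted in the well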
WT yeast gro inh – growth inhibition of WT yeast, mitochondrial fusion screen. mitochondrial fusion phenotypic screen, WT strain. inhibition, % at 10 µM. 190,000 compounds, 2.1% hits; in the data active = inhibition above about 58%; tested in S. cerevisiae
Dynein transport – dynein cargo transport inhibition; z-score, hits read low; AID 1381; 220,000 compounds, 0.47% hits; 3617.4 mouse cells, GR-EGFP nuclear translocation imaging; test concentration mostly 20 µM; stimulated with dexamethasone, 1 µM; active compounds read low;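 active = plate z-score of nuclear minus cytoplasmic receptor signal below a set negative limit, without overly bright fluorescence or cell loss, cut at about -3.5 in these data, passing the limit was not always enough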;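 also: z-score of nuclear minus cytoplasmic ring GR-EGFP intensity difference per well; some compounds called inactive have numbers as strong as hits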
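Buffer or medium: tetracycline-free induction medium containing charcoal-stripped FBS / Reagent: dexamethasone agonist, 1.0 µM final, for 30 min / Technique: automated 10x imaging of fixed Hoechst-stained cells / Times: induction 48 h, compound 1 h, agonist 30 min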
Autophagy mod – autophagy modulation, high-content screen. MEF GFP-LC3 puncta imaging; test concentration mostly 10 µM. 190,000 compounds, 0.98% hits. calls only at 10 µM (by protocol). AID 463193;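 active = percentage of spot-positive cells more than 3 SD above its plate mean, without a fluorescence outlier flag or 80% toxicity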;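 also: spot-positive cell cutoff set from DMSO-treated cells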
bCat nuc transl – beta-catenin nuclear translocation modulation; 190,000 compounds, 0.3% hits; HeLa beta-catenin nuclear translocation, immunofluorescence imaging; nuclear translocation activity, % at 5 µM;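 active = nuclear translocation activity above 50% at 5 µM, with a well cell count of 50 or more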;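 also: per-cell ratio of nuclear to cytoplasmic median beta-catenin stain intensity; plate controls were DMSO negative control for no effect and GSK-3 inhibitor IX positive control for full effect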
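Signal – beta-catenin immunofluorescence imaging with DAPI · Test system – human HeLa cell line · Dosing – 5 µM primary single dose, 0.1% DMSO, 0.02–20 µM confirmation series · Measure – % activation, nuclear-to-cytoplasmic median beta-catenin signal ratio per cell · Incubation – 24 h compound exposure at 37°C, 5% CO2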
PMI inhibitors – MPI enzyme activity inhibition – biochemical, fluorescence intensity, coupled assay, primary screen (AID 1209); purified PMI enzyme, coupled fluorescence intensity; higher % means a stronger effect; inhibition, % at 20 µM, or IC50 in µM where a hit was titrated; 190,000 compounds, 0.42% hits;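 also: plate controls were DMSO vehicle for no effect and wells lacking substrate for full effect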
MT stabilizer – stabilizes microtubules in HeLa cells | HeLa tubulin immunostaining HCS, 24 h; share of cells brighter than vehicle mean+2SD | % tubulin-high responders, % at 10 µM | 200,000 compounds, 0.83% hits;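 active = plate Z-score above 3 for both tubulin-high and condensed-nucleus cell shares, with cell loss under 80%, at 10 µM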;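 also: anti alpha tubulin signal scored within the nucleus-defined area of each cell; some results filed as inactive read as strong as hits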
Yfh1-depleted yeast – enhancers of respiration in Yfh1-depleted yeast, dose response, Friedreich's ataxia, plus single-dose screen (AID 1465); 220,000 compounds, 0.074% hits; S. cerevisiae Yfh1-off respiration, WST-1 reduction, 72 h; higher fold induction means a stronger effect; one-dose fold induction at 50 µM; EC50 in µM for titrated hits;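 active = fold induction of absorbance versus untreated yeast above a set limit, then at least 30% activation at any dose in follow-up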;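 also: activators that raise dye reduction in frataxin-depleted yeast; strong numbers were not always called active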
human PMI inhibitors – human PMI inhibitors, high substrate, primary screen, biochemical, fluorescence intensity, high mannose 6-phosphate (AID 1220). 190,000 compounds, 0.66% hits. recombinant PMI enzyme, coupled fluorescence intensity; higher % means a stronger effect. inhibition, % at 20 µM; hits with a dose series show IC50 in µM
WT yeast gro inh mutant strain – recorded beside WT yeast gro inh, whose call it bears; inhibition, %; mitochondrial fusion phenotypic screen, mutant strain inhibition
Dynein transport cytoplasmic EGFP – further read-out of Dynein transport, marked with its call; z-score; measured here: cytoplasmic GR-EGFP intensity; active compounds read high
Dynein transport nuclear GR-EGFP – second read-out of Dynein transport, no call of its own (marks repeat the call); z-score; measured here: nuclear GR-EGFP intensity;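 lower value marks the stronger effect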
Dynein transport cell count – second read-out of Dynein transport, no call of its own (marks repeat the call); z-score; measured here: cell count per field
Ins promoter up cell count – further read-out of Ins promoter up, marked with its call; cell count; measured here: cytotoxicity, nuclei count;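 total cells summed across four imaged fields per well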
bCat nuc transl cell count 5 µM – further read-out of bCat nuc transl, marked with its call; cell count; measured here: cell count, cytotoxicity flag
MT stabilizer Hoechst-high % – recorded beside MT stabilizer, whose call it bears; % Hoechst-high responders; measured here: nuclear condensation Hoechst responders;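 share of cells brighter than vehicle mean plus two SD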
MT stabilizer cytotoxicity % – further read-out of MT stabilizer, marked with its call; toxicity, %; measured here: cytotoxicity by cell density;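 0% = mean cell density of plate MIN control wells and 100% = no cells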
Autophagy mod cell loss 18 h – also measured in Autophagy mod; calls as there; toxicity, %; measured here: cell loss, nuclei count;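 cell loss after 18 h compound exposure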
The depositor's hits bear a star; i = inactive; · = no result given; + = active, no number. Rule as the data show it, unless noted: active = inhibition above about 50%; inactive = the rest. Hits appear at their usual frequency; any-hit rate near 5%.

#1 CCOC(=O)c1ccc(NC(=S)N(CCCN2CCCC(C)C2)Cc2cccs2)cc1 (stereo unspecified)
#2 Cc1nc(C/C(=N\Nc2ccccc2)c2ccc(O)cc2O)cs1
#3 Cc1cc(C)n(-c2nc(-n3nc(C)cc3C)c3c4c(sc3n2)COC(C)(C)C4)n1
#4 Cc1ccc(-n2ncc3c(NCc4ccc5c(c4)OCO5)ncnc32)c(C)c1
#5 COc1ccc(C(=O)Nc2cc(C(C)=O)c(C)oc2=O)cc1
#6 N#C/C(=N/O)c1nc(-c2ccc(F)cc2)cs1
#7 Cc1cc(CNC(=O)Cc2ccccc2)c2ccccc2n1
#8 CCN1CCN(Cc2cccc(Oc3ccc(Cl)cc3)c2)CC1
entry no.	1	2	3	4	5	6	7	8
Dynein transport	-0.507	-0.214	0.846	-0.898	0.288	-0.829	-0.755	1.44
bCat nuc transl cell count 5 µM	1116	1121	1374	1169	1120	573	1115	971
Dynein transport nuclear GR-EGFP	0.0801	0.451	0.16	-0.354	0.44	0.366	-0.518	0.752
Ins promoter up	-1.45	-1.57	-0.32	·	0.07	-0.03	-0.19	-0.28
Autophagy mod	i	i	i	i	i	i	+	i
MT stabilizer Hoechst-high %	2.3	1.8	2.6	1.8	1.8	1.4	1.1	1.2
WT yeast gro inh	-1.5	11.6	16.3	25.1	-17.5	1.6	1.4	17.7
Yfh1-depleted yeast	i	i	·	i	i	i	i	i
MT stabilizer	7.4	4.1	1.4	3.6	7.4	2.7	1.7	0.8
bCat nuc transl	-1.3	-1.3	-2.1	-3.5	-1.3	-1.0	-0.2	2.1
PMI inhibitors	3.6%	-42.6%	12.2%	8.4%	-60.2%	-9.9%	-13.3%	-12.3%
human PMI inhibitors	7.2%	-105.6%	8.8%	9.0%	-57.1%	-9.3%	-9.0%	-19.6%
Autophagy mod cell loss 18 h	-6.7	1.6	-3.3	5.6	3.1	7.0	3.4*	-7.4
MT stabilizer cytotoxicity %	3.7	10.4	4.1	3.8	6.5	0.7	5.1	6.7
Dynein transport cell count	0.703	0.129	0.356	-0.137	0.119	0.262	1.07	-1.31
WT yeast gro inh mutant strain	18.0	29.0	-14.1	11.1	8.0	-26.7	-5.6	2.9
Ins promoter up cell count	1278	1272	1086	·	1284	1183	1269	791
Dynein transport cytoplasmic EGFP	-0.309	1.57	-0.324	-0.422	-0.143	-0.0412	-0.361	0.000278

#9 O=S(=O)(Cc1ccccc1)NCC1CCCO1 (stereo unspecified)
#10 CC(C)(C)c1cc(C(=O)NNC(=O)Nc2cccc(Cl)c2)n(Cc2ccccc2)n1
#11 Cc1ccnc(NS(=O)(=O)c2ccc(N3C(=O)Nc4ccccc4N3O)cc2)c1
#12 CC(=O)Nc1nc(C)c(Oc2ccc(Cl)cc2Cl)c(=O)[nH]1
#13 COc1ccccc1Nc1nc2ccccc2[nH]1
#14 CCN(CCn1cccn1)C(=O)CC1C(=O)NCCN1CC1CCCCC1 (stereo unspecified)
#15 O=C(c1ccco1)N1CCN(C(c2ccccc2Cl)c2nnnn2CC2CCCO2)CC1 (stereo unspecified)
#16 CCN(CC)S(=O)(=O)c1ccc2c(c1)nc(CCC(=O)Nc1ccc3c(c1)OCO3)n2C
entry no.	9	10	11	12	13	14	15	16
Dynein transport	-0.542	0.304	0.191	1.09	0.492	-0.0595	-0.0484	-0.189
bCat nuc transl cell count 5 µM	1154	1096	1083	1349	964	1557	984	983
Dynein transport nuclear GR-EGFP	-0.0545	0.128	0.124	0.643	1.05	0.195	0.0236	-0.459
Ins promoter up	1.06	-0.46	0.02	0.2	-0.41	-0.59	0.54	0.42
Autophagy mod	i	·	i	i	i	i	i	i
MT stabilizer Hoechst-high %	2.6	·	2.2	2.1	1.8	1.7	3.0	3.2
WT yeast gro inh	-0.9	·	15.3	-7.3	11.1	5.2	5.6	-31.7
Yfh1-depleted yeast	i	i	i	i	i	i	i	i
MT stabilizer	2.8	·	3.8	1.8	4.3	3.9	2.0	2.5
bCat nuc transl	1.6	0.6	-2.4	2.3	-4.0	-0.2	-4.9	-0.7
PMI inhibitors	-1.1%	·	-22.5%	-1.7%	13.8%	-0.8%	-1.8%	-13.2%
human PMI inhibitors	3.6%	·	-12.2%	20.2%	40.4%	27.6%	-1.5%	-3.1%
Autophagy mod cell loss 18 h	-12.8	·	-1.6	-25.2	12.2	8.3	-10.2	1.3
MT stabilizer cytotoxicity %	7.5	·	0.4	7.1	7.2	3.8	10.9	6.8
Dynein transport cell count	-0.222	-0.0146	-0.634	-0.614	-1.14	-0.0348	0.0865	0.375
WT yeast gro inh mutant strain	19.9	·	5.2	16.0	-1.4	7.1	8.5	7.6
Ins promoter up cell count	1102	1350	1195	1543	1327	1600	1253	1365
Dynein transport cytoplasmic EGFP	-0.062	-0.234	-0.201	-0.189	-0.234	-0.118	-0.195	-0.277

Individual results from above:
Value of `CCN(CCn1cccn1)C(=O)CC1C(=O)NCCN1CC1CCCCC1` (stereo unspecified) under Ins promoter up: -0.59
Value of `O=S(=O)(Cc1ccccc1)NCC1CCCO1` (stereo unspecified) under bCat nuc transl: 1.6

(list continues)
#17 CCOc1ccc(OCC(=O)Nc2ccc(OC)cc2)cc1
#18 O=C(Nc1ccncc1)c1cc(-c2ccccn2)nc2ccccc12
#19 COc1ccc(N(CC(=O)NCC2CCCO2)C(=O)CCC(=O)Nc2nccs2)cc1 (stereo unspecified)
#20 CCC(=O)Nc1ccc(-c2csc(C)n2)cc1
#21 COc1ccc(N2CCN(c3nc4ccccc4nc3NS(=O)(=O)c3ccccc3)CC2)cc1
#22 CCn1c(=S)sc2c(=O)n(-c3ccccc3)c(SCC(=O)NCc3ccco3)nc21
#23 Oc1ccccc1N1CCN(CC(O)COCc2ccccc2Cl)CC1 (stereo unspecified)
#24 COc1cccc(CNC2CCCc3ccccc32)c1OC (stereo unspecified)
entry no.	17	18	19	20	21	22	23	24
Dynein transport	-0.464	2.83	-0.57	0.085	0.487	-0.564	0.18	0.099
bCat nuc transl cell count 5 µM	·	1004	·	721	1145	1367	1004	1106
Dynein transport nuclear GR-EGFP	-0.0296	1.52	-0.425	-0.308	1.07	-0.0452	0.111	0.073
Ins promoter up	0.25	-0.05	·	0.83	·	-0.4	-0.42	-0.85
Autophagy mod	i	i	i	i	i	i	i	i
MT stabilizer Hoechst-high %	1.6	3.8	1.8	1.6	1.2	0.6	2.2	1.5
WT yeast gro inh	-5.2	1.4	-6.5	9.3	32.7	-6.8	-1.1	-12.3
Yfh1-depleted yeast	i	i	i	i	i	i	i	i
MT stabilizer	1.9	3.2	3.2	4.5	2.9	3.0	3.8	1.8
bCat nuc transl	·	-2.2	·	-2.8	-2.0	4.1	0.0	0.8
PMI inhibitors	11.5%	-19.6%	·	-11.9%	17.7%	10.8%	4.3%	-13.8%
human PMI inhibitors	12.9%	-7.0%	·	-11.4%	19.5%	19.4%	8.3%	-11.1%
Autophagy mod cell loss 18 h	-8.6	8.8	-6.6	-10.3	6.3	-43.5	-6.4	1.3
MT stabilizer cytotoxicity %	6.6	10.0	2.7	2.3	4.3	5.2	10.7	1.0
Dynein transport cell count	0.267	-1.54	0.655	0.566	0.312	-0.574	-0.064	-0.0843
WT yeast gro inh mutant strain	-1.6	-9.2	2.1	-6.9	-21.1	22.5	6.0	-24.0
Ins promoter up cell count	880	1291	·	1495	·	1347	1272	1176
Dynein transport cytoplasmic EGFP	-0.146	-0.293	-0.287	-0.278	-0.157	-0.224	-0.291	-0.305

#25 Cc1cc(Cl)ccc1-n1c(-c2cccnc2)n[nH]c1=S
#26 O=c1c2ccccc2cnn1Cc1cccc(Br)c1
#27 Cc1cc(Nc2nc3ccccc3nc2Cl)n(-c2ccccc2C)n1
#28 CCn1c(SC(C)C(=O)O)nnc1-c1cccnc1 (stereo unspecified)
#29 Cc1ccc(NC(=O)CCOc2ccccc2C)cc1F
entry no.	25	26	27	28	29
Dynein transport	1.12	1.13	-1.25	-0.567	0.344
bCat nuc transl cell count 5 µM	1281	1488	885	·	1046
Dynein transport nuclear GR-EGFP	0.749	0.829	-0.461	-0.103	0.324
Ins promoter up	-0.54	-0.16	-0.99	0.25	-0.06
Autophagy mod	·	i	i	i	i
MT stabilizer Hoechst-high %	·	2.8	6.6*	1.5	0.9
WT yeast gro inh	·	12.9	63.5*	13.6	3.9
Yfh1-depleted yeast	i	i	i	i	i
MT stabilizer	·	2.0	13.2*	1.5	2.3
bCat nuc transl	0.2	1.7	1.0	·	0.9
PMI inhibitors	·	·	-3.7%	5.6%	18.1%
human PMI inhibitors	·	·	-6.0%	0.3%	13.8%
Autophagy mod cell loss 18 h	·	-1.3	0.7	-3.2	14.5
MT stabilizer cytotoxicity %	·	7.6	9.9*	7.5	6.4
Dynein transport cell count	-0.0595	-1.31	0.41	0.558	0.109
WT yeast gro inh mutant strain	·	3.4	59.9*	13.9	-1.9
Ins promoter up cell count	1352	1099	1324	873	1450
Dynein transport cytoplasmic EGFP	-0.28	-0.138	-0.115	-0.14	-0.296

Bioassay records (PubChem BioAssay)
